EBNA-1 inhibitor = EBNA-1 DNA-binding inhibitors, primary screen, biochemical, fluorescence polarization; inhibition, % at 14.8 µM; 300,000 compounds, 0.34% hits; in the data active means inhibition above about 28%
AHR activator = AHR activators, primary screen, cell-based, luminescence, luciferase reporter, human. AHR-responsive luciferase reporter cells. activation, % at 5 µM. 320,000 compounds, 2.5% hits; in the data active means activation above about 47%;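 further: 0% = vehicle wells and 100% = reference agonist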
Target sequence (P35869 whole entry, looked up): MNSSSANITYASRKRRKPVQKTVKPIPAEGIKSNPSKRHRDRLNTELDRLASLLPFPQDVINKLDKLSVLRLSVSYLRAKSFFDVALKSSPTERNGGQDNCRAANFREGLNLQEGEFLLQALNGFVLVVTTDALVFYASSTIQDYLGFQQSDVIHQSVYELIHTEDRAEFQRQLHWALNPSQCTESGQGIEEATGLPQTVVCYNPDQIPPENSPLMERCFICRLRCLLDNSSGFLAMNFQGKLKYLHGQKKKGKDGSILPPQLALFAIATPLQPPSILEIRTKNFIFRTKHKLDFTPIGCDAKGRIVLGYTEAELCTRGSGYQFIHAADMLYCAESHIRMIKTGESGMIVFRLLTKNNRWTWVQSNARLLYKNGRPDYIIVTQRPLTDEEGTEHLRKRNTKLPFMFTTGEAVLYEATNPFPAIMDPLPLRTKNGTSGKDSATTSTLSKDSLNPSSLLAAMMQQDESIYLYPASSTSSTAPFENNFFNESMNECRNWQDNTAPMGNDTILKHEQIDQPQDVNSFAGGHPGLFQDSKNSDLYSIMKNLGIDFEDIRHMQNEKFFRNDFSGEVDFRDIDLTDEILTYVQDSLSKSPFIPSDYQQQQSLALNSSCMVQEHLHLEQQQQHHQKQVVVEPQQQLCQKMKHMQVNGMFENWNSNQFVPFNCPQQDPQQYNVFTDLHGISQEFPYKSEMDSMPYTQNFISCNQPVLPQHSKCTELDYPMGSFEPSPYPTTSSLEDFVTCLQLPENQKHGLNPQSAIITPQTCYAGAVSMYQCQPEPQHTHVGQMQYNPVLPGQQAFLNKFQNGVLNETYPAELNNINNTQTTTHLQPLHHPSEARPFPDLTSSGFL
RPL19A TOR yeast = RPL19A-GFP expression modulators in yeast, primary screen, cell-based, S. cerevisiae, multiplex flow cytometry, MLPCN. S. cerevisiae RPL19A-GFP strain, 3 h; hits give low values. percent response vs DMSO, % at 10 µM. 330,000 compounds, 0.3% hits;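 active means percent response vs DMSO below 50%; inconclusive means fewer than 70 events counted for the yeast strain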;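 further: median channel GFP fluorescence of the barcoded RPL19A-GFP strain; ratio of sample median GFP to plate DMSO average so 100% = DMSO; lower means less RPL19A-GFP as with rapamycin TOR inhibition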
MEP2-GFP yeast = modulators of MEP2-GFP levels in yeast, primary screen, S. cerevisiae, multiplex flow cytometry, MLPCN library; AID 2016, 2009; 330,000 compounds, 0.51% hits; S. cerevisiae MEP2-GFP strain, 3 h; 100% = DMSO control level; GFP response vs DMSO, % at 10 µM;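 active means GFP response versus DMSO above a set limit, roughly screen mean plus 3 SD, cut at about 180% in these data; inconclusive means fewer than 70 cells counted for a yeast strain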;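 further: median GFP fluorescence of the barcode-gated MEP2-GFP cells per well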
LAP4 TOR yeast = modulators of LAP4-GFP expression in yeast, primary screen, S. cerevisiae, multiplex flow cytometry, MLPCN library | 3 h; median GFP as percent of DMSO wells | GFP response vs DMSO, % at 10 µM | AID 2023, 2009 | 320,000 compounds, 0.34% hits;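 active means GFP response vs DMSO above a set limit, about the screen mean plus 3 SD, cut at about 150% in these data; inconclusive means under 70 cell events counted for the yeast strain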
proCasp7 act = procaspase-7 activators, primary screen, counter-screen for procaspase-3 activator project, biochemical, absorbance, HTS, human; recombinant procaspase-7, Ac-DEVD-pNA absorbance 405 nm; D23A/D198A/D206A triple mutant, cannot self-cleave; scale: DMSO 0, 5 µM enzyme 100; 330,000 compounds, 0.093% hits; AID 463210, 2010; Caspase-7 (Homo sapiens), P55210; activation, % at 8.5 µM;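 active means percent activation above the screen-wide mean plus 3 SD, cut at about 25% in these data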
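Assay system: Uncleavable procaspase-7 mutant enzyme | Input: 2 µM procaspase-7 mutant as dispensed | Timing: 1 h compound preincubation, 2 h substrate cleavage, 25 °C | Repeats: One well per compound | Control set: DMSO wells as 0%, DMSO with 5 µM added PC-7 as 100% | Technique: Epi-absorbance of released pNA at 405 nm, two timepoints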
proCasp3 act = activators of human procaspase-3 D3A mutant, primary screen, biochemical, absorbance, PC-3 D3A mutant, single concentration; AID 463141, 2010; Caspase-3 (Homo sapiens), P42574; 330,000 compounds, 0.11% hits; activation, % at 8.5 µM; recombinant procaspase-3 D3A, Ac-DEVD-pNA absorbance 405 nm;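 active means activation above the mean of all tested compounds plus 3 SD, cut at about 21% in these data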;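 further: 0% = DMSO alone and 100% = DMSO wells spiked with extra 5 µM PC-3 D3A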
Target sequence (P42574 whole entry D9A/D28A/D175A): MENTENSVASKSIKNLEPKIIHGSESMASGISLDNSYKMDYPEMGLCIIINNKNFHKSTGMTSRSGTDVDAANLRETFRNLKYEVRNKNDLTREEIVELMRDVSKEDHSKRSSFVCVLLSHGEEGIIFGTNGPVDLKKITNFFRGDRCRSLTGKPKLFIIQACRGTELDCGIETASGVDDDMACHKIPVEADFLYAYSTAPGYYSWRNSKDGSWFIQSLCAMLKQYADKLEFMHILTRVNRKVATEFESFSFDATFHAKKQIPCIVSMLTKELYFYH
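System: Procaspase-3 D3A mutant. Medium: Zinc-free 300 mM NaCl, 50 mM HEPES, 0.01% Triton X-100. Schedule: 1 h preincubation plus 2 h reaction at 25 °C. Measured by: 405 nm absorbance of p-nitroaniline, reads at 0 and 120 min. Read-out: percent activation relative to control range.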
ZTA counter = blocks Epstein-Barr virus ZTA, an EBNA-1 counter-screen; P03206; ZTA-DNA binding, fluorescence polarization; inhibition, % at 11 µM; 320,000 compounds, 0.15% hits; AID 2234; in the data active means inhibition above about 33%
* marks the source's active call; other numbers are inactive results; [ ] = another dose, or the depositor's remark. This is a random part of the collection; 3.8% or so of the library scored in one or more.

Screening CC1(C)O[C@@H]2C[C@H]3[C@@H]4CCC5=CC(=O)C=C[C@]5(C)[C@@]4(F)[C@@H](O)C[C@]3(C)[C@]2(C(=O)CO)O1 returned EBNA-1 inhibitor 14, AHR activator 10, RPL19A TOR yeast 98, MEP2-GFP yeast 103, LAP4 TOR yeast 96, proCasp7 act 2, proCasp3 act 6 and ZTA counter -9.
For O=C(CC1CCCCC1)Nc1ccccc1-c1ccccc1 the results were EBNA-1 inhibitor 8, AHR activator -3, RPL19A TOR yeast 103, MEP2-GFP yeast 102, LAP4 TOR yeast 84, proCasp7 act 4, proCasp3 act 4 and ZTA counter -9.
Screening Cc1ccc(C(=O)Oc2cc(-c3ccccc3)no2)cc1 returned EBNA-1 inhibitor 2, AHR activator 2, MEP2-GFP yeast 112, LAP4 TOR yeast 115, proCasp7 act -3, proCasp3 act -13 and ZTA counter -7.
Screening Cn1c(=O)[nH]c(=O)c2c1nc(N(CCO)Cc1ccccc1)n2CCCc1ccccc1 returned EBNA-1 inhibitor 2, AHR activator 1, RPL19A TOR yeast 101, MEP2-GFP yeast 101, LAP4 TOR yeast 104, proCasp7 act 1, proCasp3 act 0 and ZTA counter 4.
Nc1cc(C(F)(F)F)cc2c1SCC(=O)N2 was read as EBNA-1 inhibitor -5, AHR activator 6, RPL19A TOR yeast 103, MEP2-GFP yeast 105, LAP4 TOR yeast 102, proCasp7 act 0, proCasp3 act 4 and ZTA counter 1.
For COc1cc(C(=O)OC2CCCCC2=O)cc(OC)c1C (stereo not given) the results were EBNA-1 inhibitor 12, AHR activator -5, RPL19A TOR yeast 100, MEP2-GFP yeast 106, LAP4 TOR yeast 118, proCasp7 act 3, proCasp3 act -4 and ZTA counter -7.
O=C1C2C(C(=O)N1CC1CCCO1)C1C=CC2C12CC2 (stereo not given) was read as EBNA-1 inhibitor -14, AHR activator 3, RPL19A TOR yeast 97, MEP2-GFP yeast 103, LAP4 TOR yeast 99, proCasp7 act 1, proCasp3 act 4 and ZTA counter -6.
`N#CC(C(=O)NCCc1ccccc1)c1nc2ccccc2nc1N1CCCCC1` (stereo not given) gave EBNA-1 inhibitor 5, AHR activator 2, RPL19A TOR yeast 101, MEP2-GFP yeast 101, LAP4 TOR yeast 91, proCasp7 act -4, proCasp3 act -5 and ZTA counter 11.
`Cc1nc(NC(=O)COC(=O)CCc2ccccc2)c(Cl)cc1Cl` gave AHR activator 3, RPL19A TOR yeast 93, MEP2-GFP yeast 91, LAP4 TOR yeast 98, proCasp7 act -6 and proCasp3 act -6.
For COc1ccc(OC)c(NC(=O)C(Sc2ccccc2)c2ccccc2)c1 (stereo not given) the results were EBNA-1 inhibitor -9, AHR activator 10, RPL19A TOR yeast 100, MEP2-GFP yeast 99, LAP4 TOR yeast 96, proCasp7 act 11, proCasp3 act 4 and ZTA counter 14.
For CCn1nnnc1NCc1ccc(OCc2c(F)cccc2Cl)c(OC)c1 the results were EBNA-1 inhibitor -12, AHR activator 1, RPL19A TOR yeast 97, MEP2-GFP yeast 92, LAP4 TOR yeast 92, proCasp7 act 2, proCasp3 act 8 and ZTA counter -14.
`O=C(CCCN1CCC(O)(c2cccc(C(F)(F)F)c2)CC1)c1ccc(F)cc1` gave EBNA-1 inhibitor -2, AHR activator 2, RPL19A TOR yeast 88, MEP2-GFP yeast 91, LAP4 TOR yeast 95, proCasp7 act -1, proCasp3 act 3 and ZTA counter 8.

3 successive entries already listed, quoted:
Screening CC1(C)O[C@@H]2C[C@H]3[C@@H]4CCC5=CC(=O)C=C[C@]5(C)[C@@]4(F)[C@@H](O)C[C@]3(C)[C@]2(C(=O)CO)O1 returned EBNA-1 inhibitor 14, AHR activator 10, RPL19A TOR yeast 98, MEP2-GFP yeast 103, LAP4 TOR yeast 96, proCasp7 act 2, proCasp3 act 6 and ZTA counter -9.
For O=C(CC1CCCCC1)Nc1ccccc1-c1ccccc1 the results were EBNA-1 inhibitor 8, AHR activator -3, RPL19A TOR yeast 103, MEP2-GFP yeast 102, LAP4 TOR yeast 84, proCasp7 act 4, proCasp3 act 4 and ZTA counter -9.
Screening Cc1ccc(C(=O)Oc2cc(-c3ccccc3)no2)cc1 returned EBNA-1 inhibitor 2, AHR activator 2, MEP2-GFP yeast 112, LAP4 TOR yeast 115, proCasp7 act -3, proCasp3 act -13 and ZTA counter -7.

Following part.
Screening O=C(COc1ccc(Cl)cc1)OCC(=O)c1ccc[nH]1 returned AHR activator 1, RPL19A TOR yeast 101, MEP2-GFP yeast 104, LAP4 TOR yeast 105, proCasp7 act 2, proCasp3 act 10 and ZTA counter -12.
CCCC(C)C(=O)Nc1ccc(S(=O)(=O)Nc2nccs2)cc1 (stereo not given) was read as EBNA-1 inhibitor -5, AHR activator -2, RPL19A TOR yeast 101, MEP2-GFP yeast 98, LAP4 TOR yeast 99, proCasp7 act -11, proCasp3 act 7 and ZTA counter -8.
Screening O=C(NCc1ccccc1)N1CCOCC1 returned EBNA-1 inhibitor 7, AHR activator 0, RPL19A TOR yeast 97, MEP2-GFP yeast 104, LAP4 TOR yeast 116, proCasp7 act 10, proCasp3 act 3 and ZTA counter -10.
Screening COc1cc(NC(c2ccccc2)c2ccccc2)cc(OC)c1OC returned EBNA-1 inhibitor 0, AHR activator 4, RPL19A TOR yeast 91, MEP2-GFP yeast 96, LAP4 TOR yeast 86, proCasp7 act -1, proCasp3 act 5 and ZTA counter -14.
O=C1CC2CCCN2C=C1I (stereo not given) was read as AHR activator 0, RPL19A TOR yeast 110, MEP2-GFP yeast 105, LAP4 TOR yeast 104, proCasp7 act -7 and proCasp3 act -11.
For O=C(CSc1nc2scc(-c3ccccc3)c2c(=O)[nH]1)NCCc1ccccc1 the results were EBNA-1 inhibitor 4, AHR activator 4, RPL19A TOR yeast 103, MEP2-GFP yeast 112, LAP4 TOR yeast 99, proCasp7 act 9, proCasp3 act -1 and ZTA counter -8.
Screening Cc1ccc(NS(=O)(=O)c2cccc(C(=O)NNC(=O)NC3CCCCC3)c2)c(C)c1 returned EBNA-1 inhibitor 4, AHR activator 0, RPL19A TOR yeast 78, MEP2-GFP yeast 107, LAP4 TOR yeast inconclusive, proCasp7 act 3, proCasp3 act 4 and ZTA counter 16.
`COc1ccc(NC(=O)CCCN2C(=O)C(c3ccccc3)Oc3cccnc32)c(OC)c1` (stereo not given) gave EBNA-1 inhibitor -2, AHR activator 3, RPL19A TOR yeast 97, MEP2-GFP yeast 100, LAP4 TOR yeast 99, proCasp7 act 0, proCasp3 act 1 and ZTA counter -9.
For CCOC(=O)N1CCN(C(=O)CCNS(=O)(=O)c2ccc(C)c(C)c2)CC1 the results were EBNA-1 inhibitor 2, AHR activator 0, RPL19A TOR yeast 108, MEP2-GFP yeast 101, LAP4 TOR yeast 113, proCasp7 act 5, proCasp3 act 13 and ZTA counter 3.
For CC(=O)c1c(N2CCN(c3cccc(Cl)c3)CC2)nc(=S)n(-c2ccccc2)c1C the results were EBNA-1 inhibitor 5, AHR activator -1, RPL19A TOR yeast 99, MEP2-GFP yeast 101, LAP4 TOR yeast 97, proCasp7 act 4, proCasp3 act 2 and ZTA counter -2.
Screening O=C(NCc1ccco1)c1cccc(S(=O)(=O)N2CCN(Cc3ccccc3)CC2)c1 returned EBNA-1 inhibitor -1, AHR activator 0, RPL19A TOR yeast 98, MEP2-GFP yeast 105, LAP4 TOR yeast 103, proCasp7 act -23, proCasp3 act -15 and ZTA counter -18.
Screening COCCNC(=O)c1cc(C)ccc1C returned EBNA-1 inhibitor 4, AHR activator -1, RPL19A TOR yeast 95, MEP2-GFP yeast 100, LAP4 TOR yeast 98, proCasp7 act 4, proCasp3 act 3 and ZTA counter 6.
For Cc1sc(NC(=O)C2CCCC2)c(C#N)c1C the results were EBNA-1 inhibitor 9, AHR activator 28, RPL19A TOR yeast 104, MEP2-GFP yeast 103, LAP4 TOR yeast 93, proCasp7 act -10, proCasp3 act -3 and ZTA counter 2.
Screening CCCOc1ccccc1N1C(=O)CC(N2CCOCC2)C1=O (stereo not given) returned EBNA-1 inhibitor 10, AHR activator 0, RPL19A TOR yeast 96, MEP2-GFP yeast 100, LAP4 TOR yeast 89, proCasp7 act 8, proCasp3 act 5 and ZTA counter 14.
Screening Cc1ccc(N(C(=O)Cc2cccs2)C2C=CS(=O)(=O)C2)cc1Cl (stereo not given) returned EBNA-1 inhibitor 2, AHR activator -1, RPL19A TOR yeast 100, MEP2-GFP yeast 99, LAP4 TOR yeast 103, proCasp7 act 12, proCasp3 act 0 and ZTA counter -17.
Screening COc1ccnc(N=CNOCc2ccc(C)cc2)c1C#N returned EBNA-1 inhibitor 5, AHR activator 0, MEP2-GFP yeast 126, LAP4 TOR yeast 90, proCasp7 act -5, proCasp3 act -1 and ZTA counter -15.
`CCOC(=O)C1=C(C)N(CCCCCC(=O)O)C(=O)NC1c1ccc([N+](=O)[O-])cc1` (stereo not given) gave EBNA-1 inhibitor 12, AHR activator -1, RPL19A TOR yeast 100, MEP2-GFP yeast 93, LAP4 TOR yeast 136, proCasp7 act -15, proCasp3 act -5 and ZTA counter -4.
Screening COc1ccc(N2CCN(S(=O)(=O)c3ccc(Cl)c(C(F)(F)F)c3)CC2)cc1 returned EBNA-1 inhibitor 5, AHR activator 1, RPL19A TOR yeast 99, MEP2-GFP yeast 93, LAP4 TOR yeast 94, proCasp7 act 2, proCasp3 act 3 and ZTA counter -3.
CCN(c1cc(C)cc(C)c1)S(=O)(=O)c1nnc(NC(=O)c2ccco2)s1 was read as EBNA-1 inhibitor 3, AHR activator 4, RPL19A TOR yeast 100, MEP2-GFP yeast 98, LAP4 TOR yeast 101, proCasp7 act -7, proCasp3 act -4 and ZTA counter 9.
CC(Sc1nc(NCc2ccccc2)nc(N2CCOCC2)n1)C(=O)Nc1ccccc1 (stereo not given) was read as EBNA-1 inhibitor 12, AHR activator 2, RPL19A TOR yeast 100, MEP2-GFP yeast 100, LAP4 TOR yeast 109, proCasp7 act -2, proCasp3 act -1 and ZTA counter -13.
For CC1CCCCC1NC(=O)CCc1nc2sc3c(c2c(=O)[nH]1)CCCC3 (stereo not given) the results were EBNA-1 inhibitor -1, AHR activator 4, RPL19A TOR yeast 102, MEP2-GFP yeast 94, LAP4 TOR yeast 99, proCasp7 act 8, proCasp3 act -3 and ZTA counter 3.
For CC(Sc1nnc(-c2cccs2)n1C1CC1)C(=O)NCC1CCCO1 (stereo not given) the results were AHR activator -1, RPL19A TOR yeast 100, MEP2-GFP yeast 100, LAP4 TOR yeast 102, proCasp7 act 0, proCasp3 act -2 and ZTA counter -7.
For COc1ccc(CCNC(=O)c2ccc(-c3ccc([N+](=O)[O-])cc3)o2)cc1OC the results were EBNA-1 inhibitor 0, AHR activator 1, RPL19A TOR yeast 43*[may fluoresce violet], MEP2-GFP yeast 196*[may fluoresce violet], LAP4 TOR yeast 93[may fluoresce violet], proCasp7 act 6, proCasp3 act -6 and ZTA counter 7.
`Cc1cc(OCC(=O)N2CCOCC2)ccc1[N+](=O)[O-]` gave EBNA-1 inhibitor -3, AHR activator 10, RPL19A TOR yeast 93, MEP2-GFP yeast 98, LAP4 TOR yeast 101, proCasp7 act 8, proCasp3 act 6 and ZTA counter -11.

Bioassay records as filed in PubChem BioAssay.
